# LYPLA2 inh – LYPLA2 inhibitors, primary screen, counter-screen for PME1 inhibitor project, biochemical, fluorescence polarization, FP-Rh probe ABPP | AID 2177, 2009 | inhibition, % at 5.9 µM | hit rate 0.38% among 320,000 | recombinant LYPLA2;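 active = inhibition above the screen-wide mean plus 3 SD, limit set per campaign, cut at about 26% in these data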;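 also: 0% = LYPLA2 with DMSO and 100% = wells lacking LYPLA2 enzyme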
# PAFAH2 inh – PAFAH2 enzyme inhibitors, primary screen, biochemical, fluorescence polarization, human; Platelet-activating factor acetylhydrolase 2, cytoplasmic (Homo sapiens), Q99487; hit rate 0.99% among 340,000; recombinant PAFAH2, FP-rhodamine activity probe; AID 492956, 2010; inhibition, % at 3.39 µM;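 active = inhibition above the mean over all tested compounds plus 3 SD, cut at about 30% in these data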;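 also: inhibitors block probe labeling of enzyme so polarization drops; 0% = enzyme with DMSO and 100% = wells lacking PAFAH2 protein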
# LYPLA1 inh – LYPLA1 inhibitors, primary screen, counter-screen for PME1 inhibitor project, biochemical, fluorescence polarization, FP-Rh probe ABPP; Acyl-protein thioesterase 1 (Homo sapiens), O75608; recombinant LYPLA1; inhibition, % at 5.9 µM; hit rate 0.16% among 320,000; AID 2174, 2009;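 active = inhibition above the mean of all tested compounds plus 3 SD, set per campaign, cut at about 14% in these data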;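 also: inhibitors block serine hydrolase probe labeling of LYPLA1 so polarization falls; 0% = enzyme with DMSO and 100% = wells lacking LYPLA1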
# Target sequence (O75608 whole entry, looked up): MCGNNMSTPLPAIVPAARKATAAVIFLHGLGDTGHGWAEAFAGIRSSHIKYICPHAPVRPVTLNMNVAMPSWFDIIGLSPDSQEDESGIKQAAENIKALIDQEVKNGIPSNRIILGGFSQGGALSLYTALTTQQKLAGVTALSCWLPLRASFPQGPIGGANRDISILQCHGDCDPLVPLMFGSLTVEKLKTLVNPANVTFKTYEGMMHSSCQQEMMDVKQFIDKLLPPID
# PAFAH1B3 inh – PAFAH1B3 enzyme inhibitors, primary screen, biochemical, fluorescence polarization, human; inhibition, % at 3.39 µM; hit rate 0.28% among 340,000; recombinant PAFAH1B3, FP-rhodamine probe;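 active = inhibition above the screen-wide average of all tested compounds plus 3 SD, cut at about 25% in these data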;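 also: 0% = enzyme with DMSO only and 100% = wells lacking PAFAH1B3 protein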
# EBNA-1 inhibitor – EBNA-1 DNA-binding inhibitors, primary screen, biochemical, fluorescence polarization; inhibition, % at 14.8 µM; hit rate 0.34% among 300,000; AID 1950, 2009; in the data active = inhibition above about 28%
# ZTA counter – blocks Epstein-Barr virus ZTA, an EBNA-1 counter-screen. ZTA-DNA binding, fluorescence polarization. inhibition, % at 11 µM. hit rate 0.15% among 320,000; in the data active = inhibition above about 33%
# GSTO1 inh – inhibitors of recombinant GSTO1, primary screen, counter-screen for RBBP9 inhibitor project, biochemical, fluorescence polarization; Glutathione S-transferase omega-1 (Homo sapiens), P78417; activity-based probe fluorescence polarization; inhibition, % at 5.96 µM; hit rate 1.1% among 300,000; AID 1974, 2009;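 active = inhibition above the campaign mean inhibition plus 3 SD, cut at about 35% in these data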;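 also: 0% = GSTO1-1 with DMSO and 100% = wells lacking GSTO1-1 enzyme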
# PREPL inhibitor – PREPL enzyme inhibitors, primary screen, biochemical, fluorescence polarization; Prolyl endopeptidase-like (Homo sapiens), Q4J6C6; recombinant PREPL, fluorescence polarization activity-based probe; inhibition, % at 5.96 µM; hit rate 0.68% among 320,000; AID 2751, 2010; in the data active = inhibition above about 43%;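 also: 0% = enzyme with DMSO and 100% = wells lacking enzyme; many of its hits are not listed in these tables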
# Target sequence (Q4J6C6 whole entry, looked up): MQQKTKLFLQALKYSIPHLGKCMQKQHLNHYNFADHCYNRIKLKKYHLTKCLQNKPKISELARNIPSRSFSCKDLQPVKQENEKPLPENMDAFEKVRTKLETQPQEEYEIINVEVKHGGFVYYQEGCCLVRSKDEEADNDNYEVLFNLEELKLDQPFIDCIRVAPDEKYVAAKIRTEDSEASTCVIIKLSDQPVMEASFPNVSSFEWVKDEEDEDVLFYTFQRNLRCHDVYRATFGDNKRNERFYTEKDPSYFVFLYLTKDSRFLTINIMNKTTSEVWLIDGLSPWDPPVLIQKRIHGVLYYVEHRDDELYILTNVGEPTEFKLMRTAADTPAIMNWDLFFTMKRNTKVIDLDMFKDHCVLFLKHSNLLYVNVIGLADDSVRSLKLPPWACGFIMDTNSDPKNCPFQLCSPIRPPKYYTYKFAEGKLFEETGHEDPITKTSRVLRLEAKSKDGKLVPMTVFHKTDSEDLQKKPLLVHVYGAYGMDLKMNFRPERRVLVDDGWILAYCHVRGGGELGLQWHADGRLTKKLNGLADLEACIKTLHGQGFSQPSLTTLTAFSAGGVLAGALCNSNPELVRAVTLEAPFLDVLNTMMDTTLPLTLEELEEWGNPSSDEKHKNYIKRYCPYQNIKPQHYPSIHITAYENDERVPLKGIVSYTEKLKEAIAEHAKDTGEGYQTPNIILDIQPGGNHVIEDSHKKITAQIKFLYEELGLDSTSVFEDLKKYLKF
# PAD4 FP inh – human PAD4 inhibitors, primary screen, biochemical, fluorescence polarization, 1536-well format. inhibition, % at 6.36 µM. recombinant PAD4, RCA probe fluorescence polarization. hit rate 0.41% among 330,000. AID 485272, 2010. Protein-arginine deiminase type-4 (Homo sapiens), Q9UM07;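 active = percent inhibition above a cutoff equal to the mean of all tested compounds plus 3 SD, cut at about 15% in these data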;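 also: 0% = PAD4 with RCA probe and DMSO and 100% = probe without PAD4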
# The depositor's hits bear a star; nt = not tested or not shown.
SMILES,LYPLA2 inh,PAFAH2 inh,LYPLA1 inh,PAFAH1B3 inh,EBNA-1 inhibitor,ZTA counter,GSTO1 inh,PREPL inhibitor,PAD4 FP inh
Cc1sc2ncn(CC(=O)NCCCOC(C)C)c(=O)c2c1S(=O)(=O)N1CCN(c2ncccn2)CC1,3,-3,-1,5,3,8,3,-4,-9
COc1cccc(/C=N/Nc2ccc(S(=O)(=O)O)cc2)c1O,-4,9,0,0,3,2,5,12,0
Cc1ccc(NC(=O)CN2C(=O)CC(C)S(=O)(=O)c3ccccc32)cc1 (configuration not stated),7,4,2,5,6,9,5,-4,3
O=C(CC1C(=O)NCCN1Cc1ccoc1)NCc1cccc(OC(F)(F)F)c1 (configuration not stated),-2,-5,2,6,2,6,0,-1,1
COc1cc(C(=O)/C=C/c2cccnc2)ccc1O,3,-5,4,-5,-17,1,6,11,-3
CCn1c(Cc2c(C)[nH]c3ccccc23)nnc1SCC(=O)NCc1ccccc1,-2,0,-1,-2,-8,5,-4,-15,3
CCOC(=O)/C(C#N)=C1\CCCN1CC(N)=S,-8,-4,-6,2,7,6,1,5,3
Cc1ccc(S(=O)(=O)CC(=O)Nc2c(C)n(C)n(-c3ccccc3)c2=O)cc1,7,-1,5,2,-4,-5,0,15,-2
O=C(O)C1(S(=O)(=O)CCC(F)=C(F)F)CC1,0,0,0,1,-4,9,-2,3,-3
COc1cc(/C=C/c2cc[n+](C)cc2)ccc1OCC(=O)Nc1ccccc1,-3,2,5,14,-2,-10,4,17,-2
CC1CCCC(NC(=O)CN2C(=O)NC(Cc3c[nH]c4ccccc34)C2=O)C1C (configuration not stated),nt,4,nt,12,nt,nt,nt,2,-3
O=C(Cn1cc([N+](=O)[O-])cn1)NCc1cc2ccccc2[nH]1,3,-3,2,8,-9,7,1,8,-3
CC/C(=N\NC(=O)CSCc1ccccc1Br)c1ccc2c(c1)OCCO2,6,-12,1,-6,10,29,-6,-28,-3
Cc1ccccc1Nc1nc(N)nc(CSc2nc3ccccc3c(=O)n2C)n1,4,5,-1,-4,5,4,0,1,-5
OC1CCN(C(=S)Nc2ccc(Nc3ccccc3)cc2)CC1,3,2,-4,9,-5,-4,5,15,0
Cc1ccc(CN2C3CCCC2CC(NC(=O)c2ccc(C)cc2)C3)cc1 (configuration not stated),6,7,6,10,-6,3,4,-25,-1
COc1cccc2c1C(=O)CC1C2CCC2CC(=O)CCC21C (configuration not stated),-4,6,3,3,2,-15,0,3,5
COc1ccc(C(=O)Nc2ccc(NC(=O)CSc3nnc(-c4ccncc4)n3C)cc2)cc1,2,7,-1,2,-6,-17,11,10,0
COc1ccc2nc(NC(=O)CSc3nnc(N)s3)sc2c1,-4,-16,0,-24,37*,5,2,-6,-5
CCOc1ccccc1C(=O)Nc1nnc(CC)s1,1,-3,-2,14,-1,-5,8,3,2
Fc1ccc(-n2nnc(-c3cccnc3)n2)cc1,5,2,0,1,3,2,1,2,-2
Cc1noc2ncnc(Oc3ccc(Cl)cc3Cl)c12,8,-6,2,11,-1,-1,-2,15,-1
O=C(NCCCN1CCOCC1)c1onc(CSc2ccccc2)c1C(=O)NCCCN1CCOCC1,-4,2,-4,2,8,9,1,2,-2
O=S(=O)(NC1=NCCCCC1)c1ccc2ccccc2c1,-1,-4,3,4,-8,-9,-1,4,0
C/C(=N\NC(=S)NC1CCCCC1)c1ccccc1,-1,3,-3,1,-4,-13,8,-1,-5
O=[N+]([O-])c1ccccc1/C=N/n1c(-c2ccccc2)n[nH]c1=S,-3,6,-1,9,-3,14,5,4,-1
COc1ccccc1CNC(=O)COC(=O)c1cc(C)oc1C,-6,7,-4,7,-4,-8,4,2,-3
Cn1c(CCNC(=O)c2cccs2)nnc1SCC(=O)N1CCN(c2ccccc2)CC1,1,2,0,2,7,9,10,-3,4
CCc1nn(CC(=O)NCCCN2CCOCC2)c(=O)c2cc3sccc3n12,-8,-2,-6,2,-4,-5,3,0,5
Cc1nc2c(ccc3nc(NC(=O)C(c4ccccc4)c4ccccc4)sc32)s1,-80,-49,-42,-53,12,-5,-9,-4,-3
O=C(Nc1nnc(S(=O)(=O)N2CCCCC2)s1)c1ccc(Cl)cc1,1,1,-3,6,0,12,-17,-5,0
CC1=C(C#N)C(c2cccnc2)C2=C(CC(C)(C)CC2=O)N1 (configuration not stated),6,-1,-1,7,0,-7,16,8,3
Cc1oc2ccc(NS(=O)(=O)c3cccc4cccnc34)cc2c1C(=O)OC(C)C,-19,-13,-10,-12,7,0,5,-2,-9
CCC1Nc2ccccc2-c2nnc(SC)nc2O1 (configuration not stated),8,2,2,8,5,14,10,-3,2
Cc1cc(O)ccc1-c1cnc2ccccc2n1,-6,10,-2,1,-4,-2,13,8,28*
COc1cccc(N2C(=O)CC(NNC(=O)c3cccs3)C2=O)c1 (configuration not stated),2,-4,2,7,6,6,5,-3,-2
Cc1ccc(-c2cc(N)on2)cc1,-3,-7,-3,2,1,7,5,-1,-1
CCOC(=O)C1(C)NC(c2ccco2)C2C(=O)N(c3ccccc3)C(=O)C21 (configuration not stated),-3,-1,3,2,-1,-4,2,1,-1
O=C(Nc1cccc(O)c1)c1ccc(C(=O)c2ccccc2)o1,-7,3,-1,1,10,3,-1,4,-3
CCCCn1c(SCC(=O)N2CCCCC2)nc2cc(S(N)(=O)=O)ccc21,-3,-3,-1,-7,4,-2,9,3,0
O=C(NCCNC(=O)c1cnccn1)c1ccc(Cl)c(Cl)c1,2,3,-2,5,0,-3,0,6,4
CCOC(=O)C(O)(CCC(O)(C(=O)OCC)C(=O)OCC)C(=O)OCC,-3,-1,0,8,13,7,1,-8,0
COc1ccc(N2CCN(Cc3nc4c(c(=O)n(C)c(=O)n4C)n3CCc3ccccc3)CC2)cc1,0,2,-2,-3,-2,1,-1,0,-3
Cc1noc(C)c1COC(=O)c1ccc(N(C)C)cc1,15,0,1,-4,7,1,5,10,-4
Cc1ccccc1N(CC(=O)N1CCOCC1)S(C)(=O)=O,-2,3,1,1,-11,-8,4,0,0
CCOc1cc(N2CCOCC2)c(OCC)cc1NC(=O)Cc1cn2ccsc2n1,-3,4,1,9,-10,-2,-1,12,2
COc1cccc(CNS(=O)(=O)c2ccc3c(c2)CC(C)N3C(=O)C2CCC2)c1 (configuration not stated),0,1,3,6,-4,12,3,-6,0
Cc1cc(NC(=O)CSCC(=O)OCc2nnc(-c3ccccc3)o2)no1,9,3,2,2,-4,4,0,-2,-7
COc1ccc(CNc2c(C(=O)O)cnc3c2cnn3C)cc1,2,-2,-2,4,4,-19,2,-4,-9
CC(=O)Nc1ccc(C(=O)OCC(=O)Nc2ccccc2Sc2ccccc2)cc1,-21,24,-8,-2,-1,9,-26,-51,-2

# New compounds follow
SMILES,LYPLA2 inh,PAFAH2 inh,LYPLA1 inh,PAFAH1B3 inh,EBNA-1 inhibitor,ZTA counter,GSTO1 inh,PREPL inhibitor,PAD4 FP inh
COc1ccc(NC(=O)CN(C)C(=O)C2CC(=O)N(c3ccc4c(c3)OCCO4)C2)cc1 (configuration not stated),3,-7,-1,-6,-5,10,-11,11,-4
Cc1ccc2c(c1)N(CC(=O)N1CCCCCC1)C(=O)c1cccnc1O2,3,0,-5,5,-3,-16,2,-5,-3
Cc1ccc(/C(O)=C2\C(=O)C(=O)N(CC(C)O)C2c2ccc(N(C)C)cc2)cc1 (configuration not stated),5,6,4,10,3,-1,-2,7,-1
CCN(CC)S(=O)(=O)c1ccc(Cl)c(NC(=O)COc2ccc(OC)cc2)c1,-3,-2,-5,1,3,-7,7,-1,4
CCOC(=O)c1sc(NC(=O)CCSC)nc1C,0,6,0,0,2,7,1,-6,-3
Cc1csc(SCC(=O)Nc2cc(S(=O)(=O)N3CCCC3)ccc2Cl)n1,-5,8,-3,4,-3,-11,5,-1,-8
Cc1noc(C)c1COC(=O)C(c1ccccc1)c1ccccc1,3,-1,4,11,-4,-2,4,-5,4
C=CC[C@@H](CC(=O)OC(C)(C)C)C(=O)OC[C@H]1CCCN1C(=O)[C@@H](CC=C)CC(=O)NCCO,nt,7,nt,15,nt,nt,nt,0,1
COc1ccc(-c2nnc(SCC(=O)NC(C)c3ccccc3)o2)cc1OC (configuration not stated),1,9,-3,5,-9,-10,5,-3,-1
COc1ccc2[nH]c(=O)c(CN(c3ccc(C)c(C)c3)S(C)(=O)=O)cc2c1,-3,-7,2,0,4,-11,-3,-44,1
CC(=O)c1cccc(N(CC(=O)Nc2ccc(F)cc2)S(C)(=O)=O)c1,-3,-7,-3,4,-14,0,2,13,-2
Cc1cc(C)c(NC(=O)CNC(=O)COC(=O)C2=COCCO2)c(C)c1,4,-1,-3,1,-10,10,8,6,-5
COc1cccc(N2CCN(C(=O)CC(C)(C)CC3=NS(=O)(=O)c4ccccc4N3)CC2)c1,11,6,1,9,1,-1,1,14,1
Cc1ccc(S(=O)(=O)N2CCN(CC(=O)N/N=C\c3ccc(O)c(O)c3)CC2)cc1,7,-3,0,10,-4,-6,46*,10,2
O=C(NC1CCCCC1)c1cc(S(=O)(=O)N2CCOCC2)ccc1Cl,-1,-13,-7,-2,-14,-9,1,11,-5
COc1cccc2cc(-c3cc(=O)oc4ccc(OCC(C)=O)cc34)oc12,-3,4,-5,14,3,10,-9,10,1
CC(=O)c1cccc(N(C(=O)c2ccccn2)C(C(=O)NC2CCCCC2)c2ccccc2)c1 (configuration not stated),2,8,-1,3,-10,-18,2,15,-1
COc1cccc(CNC(=O)CNC(=O)c2cccs2)c1,3,-8,-3,6,2,9,-1,13,5
Cc1ccc(C(=O)Nc2ccccc2C(=O)NCc2cccnc2)cc1,8,0,1,4,-1,14,-2,-1,-3
CCOC(=O)c1cnc2cc(-c3ccc(C)cc3)nn2c1-c1ccccc1,1,-11,-1,-4,0,11,0,1,3
COC(=O)c1nnn(-c2nonc2N)c1CN1CCc2ccccc21,-6,1,-6,2,-5,-1,11,0,0
Cc1ccnc2nc(C(=O)OCC(=O)NCCc3ccc(Cl)cc3)nn12,-6,4,2,-3,-1,-8,6,9,2
O=C(N/N=C/c1cccc([N+](=O)[O-])c1)c1cc(-c2ccccc2)nc2ccccc12,2,4,0,-9,-4,-11,-1,1,-7
CCOc1ccc(OCC(=O)NCCS(=O)(=O)N2CCN(c3ccc(F)cc3)CC2)cc1,1,7,0,5,2,13,-4,-1,-6
CCOc1ccc(NC(=O)c2cccc(NC3=NC4CS(=O)(=O)CC4S3)c2)cc1 (configuration not stated),-5,-4,-1,0,-9,1,8,0,2
Cc1cc(OC(=O)c2ccccc2Br)c([N+](=O)[O-])c(=O)[nH]1,-5,-5,0,2,-4,-13,3,0,-4
Cc1nnc(NC(=O)COc2ccc3c(C)cc(=O)oc3c2)s1,-10,5,-3,5,-2,-7,1,2,3

# 3 entries already listed, sorted by formula weight, highest first:
SMILES,LYPLA2 inh,PAFAH2 inh,LYPLA1 inh,PAFAH1B3 inh,EBNA-1 inhibitor,ZTA counter,GSTO1 inh,PREPL inhibitor,PAD4 FP inh
O=C(N/N=C/c1cccc([N+](=O)[O-])c1)c1cc(-c2ccccc2)nc2ccccc12,2,4,0,-9,-4,-11,-1,1,-7
COC(=O)c1nnn(-c2nonc2N)c1CN1CCc2ccccc21,-6,1,-6,2,-5,-1,11,0,0
Cc1nnc(NC(=O)COc2ccc3c(C)cc(=O)oc3c2)s1,-10,5,-3,5,-2,-7,1,2,3

# Assay outcomes: PubChem BioAssay, The Scripps Research Institute Molecular Screening Center

# Some of the compounds tested; rates above refer to the full screens.
